# Pf growth 96h = Primary qHTS for delayed death inhibitors of the malarial parasite plastid, 96 hour incubation. Potency, µM (series often up to 28.7 µM), without a hit: at the top dose activity change, negative = inhibition, actives largely listed as inhibitors. 320,000 compounds, 6.9% hits. P. falciparum luciferase reporter growth, 96 h. AID 504834, 2011; further: potency means the concentration at half of the fitted maximal effect; on the % scale 0 is the no-effect control and ±100 the full control effect
#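 Erythrocytes infected with luciferase-expressing P. falciparum were dispensed at 2% hematocrit and 0.05% parasitemia (final), then incubated with compounds 96 hours at 37 C in 5% CO2. Luminescence after detection reagent addition reported growth.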
# LmPK inh = qHTS Assay for Inhibitors of Leishmania Mexicana Pyruvate Kinase (LmPK); Q27686; purified LmPK, Kinase-Glo ATP luminescence, 1 h; Potency, µM (top dose mostly 57.5 µM), for inactives: top-dose activity change, negative = inhibition, usual class: inhibitors; 290,000 compounds, 0.37% hits; AID 1721, 2009; further: potency means the concentration at half of the fitted maximal effect; on the % scale 0 is the no-effect control and ±100 the full control effect
# Target sequence (Q27686 whole entry, looked up): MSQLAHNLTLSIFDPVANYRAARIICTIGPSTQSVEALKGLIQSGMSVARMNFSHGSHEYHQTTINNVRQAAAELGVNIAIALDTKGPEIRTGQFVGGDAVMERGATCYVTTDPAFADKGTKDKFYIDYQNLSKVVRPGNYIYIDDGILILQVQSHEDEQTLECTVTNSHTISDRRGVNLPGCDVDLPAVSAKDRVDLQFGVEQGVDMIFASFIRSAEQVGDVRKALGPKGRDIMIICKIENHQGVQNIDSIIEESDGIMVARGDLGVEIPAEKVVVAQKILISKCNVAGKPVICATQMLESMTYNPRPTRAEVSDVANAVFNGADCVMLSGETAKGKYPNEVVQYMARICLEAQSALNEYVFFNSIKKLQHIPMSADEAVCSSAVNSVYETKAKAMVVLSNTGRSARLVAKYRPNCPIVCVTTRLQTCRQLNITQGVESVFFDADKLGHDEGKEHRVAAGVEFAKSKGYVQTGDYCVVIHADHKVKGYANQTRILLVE
#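 ATP generated from ADP (0.1 mM) and PEP (0.5 mM) by 0.1 nM LmPK over 1 h at room temperature (pH 7.2 imidazole buffer) was detected by coupled luciferase luminescence. Values were normalized to uninhibited and no-enzyme wells.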
# Pf growth 48h = Primary qHTS for delayed death inhibitors of the malarial parasite plastid, 48 hour incubation; P. falciparum luciferase growth in erythrocytes, 48 h; 310,000 compounds, 5.9% hits; Potency, µM (doses to about 28.7 µM), for inactives: top-dose activity change, negative = inhibition, usual class: inhibitors; further: potency means the concentration at half of the fitted maximal effect; on the % scale 0 is the no-effect control and ±100 the full control effect
#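 Here the parasites carry a stable luciferase gene and grow inside erythrocytes in Albumax-based RPMI medium with compound for one erythrocytic cycle. Activity is scored as loss of luminescent signal.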
# HCV inhibitor = qHTS Assay for Inhibitors of Hepatitis C Virus (HCV) | Huh7.5.1 HCVcc-Cre infection, luciferase reporter, 44 h | Potency, µM (highest dose often 41.8 µM), inactives show top-dose activity change, negative = inhibition, hits mostly inhibitors | 340,000 compounds, 3.4% hits | AID 651820, 2012; further: potency means the concentration at half of the fitted maximal effect; on the % scale 0 is the no-effect control and ±100 the full control effect
#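 Antiviral activity was scored by luciferase reporter output from cells infected with HCVcc-Cre (~0.5 moi) in presence of compound, 44 h infection period, cells seeded 1,000/well 4 h prior.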
# Tb PYK inh = qHTS of Trypanosoma Brucei Inhibitors. Potency, µM (titrated, usually from 76.8 µM), for the others: at the top dose activity, negative = inhibition, most hits filed as inhibitors. AID 624173, 2012. pyruvate kinase (Trypanosoma brucei), Q57TT1. 410,000 compounds, 0.12% hits. TbPYK enzyme, Kinase-Glo Plus ATP luminescence, 45 min; further: potency means the concentration at half of the fitted maximal effect; on the % scale 0 is the no-effect control and ±100 the full control effect; nearly all actives have a fitted effect of over 50% in size
#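 Readout: single end-point luminescence (Kinase-Glo Plus, 10 min). Reaction conditions were TbPYK/substrate plus 130 uM ADP, 45 min at RT, pH 7.2 TEA buffer. No-enzyme wells served as controls, and data were normalized before concentration-response fitting.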
# Shiga toxin inh = A qHTS for Small Molecule Inhibitors of Shiga Toxin; Vero cells, Shiga toxin protein synthesis inhibition reporter; inhibition, % at 38.7 µM; 290,000 compounds, 9.2% hits; AID 2315, 2010; in the data active means inhibition mostly above about 28%, no sharp cut-off; inactive means mostly below about 43%; further: 0% is about no effect
# CHX counter = Cycloheximide Counterscreen for Small Molecule Inhibitors of Shiga Toxin; cell reporter, cycloheximide protein synthesis inhibition counterscreen; AID 2314, 2010; 300,000 compounds, 12% hits; max response, %; in the data active means max response mostly above about 13%, no sharp cut-off; inactive means mostly below about 14%; further: read at 38.3 µM for the half of the compounds with a filed dose; 0% is about no effect
# * = called active by the depositor; i = inactive; ? = inconclusive; · = no result given; & = joins results of further samples; [ ] = dose if it differs, or a comment. Unless noted, the call rests on the fitted dose curve; in most records, active means well fitted curve in the direction sought with a large enough effect; inconclusive means small, poorly fitted or top-dose-only effect, or another doubt; inactive means no such curve, though single readings can be large; an effect the other way counts as inactive or inconclusive.
SMILES,Pf growth 96h,LmPK inh,Pf growth 48h,HCV inhibitor,Tb PYK inh,Shiga toxin inh,CHX counter
CC1=C(C)CC(C(=O)NCc2ccccc2F)C(C(=O)O)C1 (configuration not stated),?,2%,1%,·,·,-3,-1
CSc1cccc(NC(=O)CN(C)S(=O)(=O)c2ccccc2)c1,?,-4%,20%,-11%,0%,18,18*
COc1ccc(NC(=O)CSc2nnc(NC(=O)C3CC3)s2)cc1OC,-21%,-7%,-16%,·,8%,14,5
CCOC(=O)c1sc(=NC(=O)c2ccc(Cl)s2)n(C)c1C,155%[activator],-9%,126%[activator],-21%,-3%,59*,31*
O=C(CSc1cn[nH]n1)Nc1ccc(Cl)cc1Cl,26%,3%,8%,16%,0%,33,8
O=C(NCc1ccco1)/C(=C/C=C\c1ccccc1)NC(=O)c1ccc(Br)o1,20%,1%,?,-13%,5%,15,3
CCN(CC(=O)Nc1ccc(OC)cc1)CC(=O)Nc1cccc(C#N)c1,-34%,0%,·,17%,9%,-3,-7
COc1ccc(NC(=O)C2CC(=O)OC2(C)C)cc1 (configuration not stated),-11%,3%,-17%,7%,-2%,11,-4
CCN(CC(=O)NCc1cccs1)C(=O)c1cccc(S(=O)(=O)Nc2cccc(C)c2)c1,-14%,·,?,-8%,-9%,·,·
COc1ccccc1C(=O)NCCCNc1ccc([N+](=O)[O-])cc1,13µM*,-1%,1%,2%,10%,-13,-2
COc1ccccc1N(CC(=O)NCCSC(C)(C)C)S(C)(=O)=O,19%,1%,0%,11%,0%,12,-4
COc1ccc(NC(=O)CSc2nnnn2C2CC3C=CC2C3)cc1 (configuration not stated),?,3%,?,-18%,5%,31,20*
CC(C)(C)C(=O)COC(=O)CNC(=O)c1ccc(Oc2ccccc2)cc1,5%,0%,·,-5%,4%,-5,5
COc1ccc(C(=O)n2cnnc2N)cc1,32%[activator],-5%,12%,19%,3%,-17,-2
CCCCN(C(=O)CSc1nnc(Nc2ccccc2)s1)c1c(N)n(CCC)c(=O)[nH]c1=O,-25%,-6%,9%,11%,0%,16,-6
COc1ccc(Cc2nnc(NC(=O)c3c(-c4ccccc4)noc3C)s2)cc1OC,10µM*,4%,?,-2%,·,-13,-2
CCc1ccccc1NC(=S)N(CCN1CCOCC1)C1CCN(C(C)=O)CC1,?,-1%,-11%,11%,2%,-18,-6
COc1ccc(C(Nc2cccc([N+](=O)[O-])c2)P(=O)(OC(C)C)OC(C)C)cc1 (configuration not stated),?,3%,?,-9%,1%,16,-1
Cc1c(Cc2ccccc2)c(=O)oc2c(C)c(OCC(=O)NCC3CCC(C(=O)O)CC3)ccc12 (configuration not stated),-24%,-10%,?,-18%,3%,-5,-5
CC(Cc1ccccc1)NC(=O)CCCN1C(=O)c2ccccc2C1=O (configuration not stated),?,5%,38%[activator],-5%,-8%,16,-1
CSC(=NNC(=O)c1ccccc1O)SC,-24%,-1%,·,-30%,-2%,23,8
CC(=O)Nc1cccc(NC(=O)c2ccccc2OCc2c(C)noc2C)c1,?,·,?,-23%,4%,·,·
C=CCNC(=O)c1onc(CSc2ccc(Cl)cc2)c1C(=O)O,15%,7%,41%[activator],1%,2%,-9,-2
CC(C)Cn1cc(C(=O)NC2CCN(Cc3ccccc3)CC2)c2c3ccccc3n(C)c2c1=O,?,2%,2.6µM*,·,·,-16,-2
COC(=O)C(NC(=O)CCC(=O)NC(C(=O)OC)c1ccccc1)c1ccccc1 (configuration not stated),-7%,1%,7%,-9%,-18%,-11,-3
# More compounds follow:
SMILES,Pf growth 96h,LmPK inh,Pf growth 48h,HCV inhibitor,Tb PYK inh,Shiga toxin inh,CHX counter
COc1ccc(NC(=O)CSc2nnc(Cc3cccn3C)n2-c2ccc(OC)cc2)cc1,?,6%,?,-9%&18%,1%,-17,-3
CC(=O)Nc1cc(C(=O)N2CCC3(CC2)OCCO3)ccc1Sc1ccc(C)cc1,?,0%,0%,4%,-8%,-24,13
Cc1cccc(C(=O)NCC(=O)NC(C)c2ccc(-n3ccnc3)cc2)c1 (configuration not stated),5%,·,9%,-12%,-3%,·,·
CCOc1ccc(-n2c(O)c(/C=N/NC(=O)C3COc4ccccc4O3)c3ccccc3c2=O)cc1 (configuration not stated),69%[activator],0%,14%,-4%,-2%,-9,5
S=C(NCCN1CCOCC1)Nc1ccc(Cl)cc1Cl,?,0%,-1%,19%,2%,-2,-1
CCOC(=O)NC(NC(=S)Nc1ccccc1OC)C(Cl)(Cl)Cl (configuration not stated),?,-5%,?,2%,-28%,19,-2
COc1cccc(C(=O)Nc2cccc(NC(=O)c3ccccc3Cl)c2)c1,i,-2%,0%,-18%,8%,23,13
COc1ccc(CCC(=O)NCCc2ccc(Cl)cc2)cc1,22%,-3%,3%,-17%,4%,-17,-4
OCCn1c(SCCOc2ccccc2F)nc2ccccc21,-28%,3%,-1%,1%&6%,2%,-2,5
CCCn1c(N)c(C(=O)CSc2nnc(C3CC3)n2Cc2ccccc2)c(=O)n(C)c1=O,?,·,?,?,-11%,·,·
COc1cccc(-c2nnc3n2N=C(c2cc(OC)ccc2OC)CS3)c1,?,1%,?,10µM*,0%,-19&33,1&5
CC(=O)N1CCC(O)(c2ccc3c(c2)OCO3)CC1,0%,0%,-6%,4%,-6%,-9,1
CCCCOc1ccc(C(=O)NCC(=O)NCCCn2nc(C)cc2C)cc1,?,·,?,4%,2%,·,·
O=C(COc1ccccc1[N+](=O)[O-])Nc1cc(Cl)ccc1C(=O)O,-1%,28%,39%[activator],2%,1%,-11,-2
CCN(CC)S(=O)(=O)c1ccc(C(=O)Oc2cc(C)[nH]c(=O)c2[N+](=O)[O-])cc1,12%,-3%[11.5 µM],5%,23%,0%,-13,-4
CC1CCN(S(=O)(=O)c2ccc(Cl)cc2)CC1,-4%,0%,9%,-13%,-3%,-4,-3
O=S(=O)(Nc1ncccn1)c1ccc(F)cc1,10%,-8%,8%,15%,2%,-5,2
Cc1nc2c(-c3ccc(F)cc3)c(C)nn2c(C)c1CCC(=O)N1CCC2(CC1)OCCO2,-10%,-10%,-9%,-16%&7%,-3%,-7,-4
CCOC(=O)c1cccnc1NC(=O)c1ccncc1,19%,-1%,19%,7%,0%,4,-3
CCN(CC)CC(=O)N1CCCC(N2CCN(c3cccc(C(F)(F)F)c3)CC2)C1 (configuration not stated),9.3µM*,-2%,2%,?,1%,9,6
Cn1c(-[n+]2c(-c3ccccc3)cc(-c3ccccc3)cc2-c2ccccc2)nc2c([N+](=O)[O-])cccc21,?,1%,12µM*,?,7%,-6,-3
COc1ccc(CC(=O)NC(C)c2ccc(S(N)(=O)=O)cc2)cc1S(=O)(=O)N1CCOCC1 (configuration not stated),-35%,-6%,-10%,·,1%,-20,-4
CNS(=O)(=O)c1cc(C(=O)NCc2ccco2)ccc1Cl,·,-2%,-20%,4%,2%,-3,-2
O=C(Nc1cccc(S(=O)(=O)N2CCCC2)c1)c1cccc(OC(F)F)c1,9.3µM*,·,?,?,-6%,·,·
COCCNC(=O)C1CCN(S(=O)(=O)N2CCC3(CC2)OCCO3)CC1,147%[activator],-2%,5%,19%,-25%,-10,-2

# The final 2 compounds of the part before come first, to join the parts:
SMILES,Pf growth 96h,LmPK inh,Pf growth 48h,HCV inhibitor,Tb PYK inh,Shiga toxin inh,CHX counter
O=C(Nc1cccc(S(=O)(=O)N2CCCC2)c1)c1cccc(OC(F)F)c1,9.3µM*,·,?,?,-6%,·,·
COCCNC(=O)C1CCN(S(=O)(=O)N2CCC3(CC2)OCCO3)CC1,147%[activator],-2%,5%,19%,-25%,-10,-2
CCc1ccccc1-n1c(SCC(=O)Nc2ccc3c(c2)OCCO3)nc2[nH]ncc2c1=O,-7%,7%,-39%,?,-8%,112*,53*
O=C(Cn1cnc2cc([N+](=O)[O-])ccc2c1=O)NCCc1ccc(Cl)cc1,11%,7%,11%,14µM*,-7%,1,1
CCCC(=O)N(c1ccc(OCC)cc1)C1C=CS(=O)(=O)C1 (configuration not stated),-9%,-1%,-4%,2%,3%,-8,-2
CCc1ccc(S(=O)(=O)N2c3ccc(C)cc3C3CN(C)CCC32)cc1 (configuration not stated),?,·,10µM*,?,-2%,·,·
O=C(COc1ccccc1)NC(=S)Nc1cccc(NC(=O)c2ccccc2Cl)c1,236%[activator],0%,11%,13%,-2%,18,11
CCN(CC(=O)NCc1ccc(F)cc1)Cc1nc2ccccc2c(=O)[nH]1,?,3%,?,3%,-13%,40,-1
O=C1CNC(=O)/C1=C\c1ccc(O)cc1,24%,-18%,31%[activator],4%,-28%,-9,-2
COc1ccc(CNC(=O)CCSCc2ccccc2Cl)c(OC)c1,379%[activator],6%,-12%,-1%,-7%,-5,-2
CCCc1cc(=O)n2[nH]c(-c3ccc(C)cc3)cc2n1,-16%,-1%,38%[activator],-13%,-7%,73*,39*
O=C(c1ccccc1)N(Cc1ccc(F)cc1)C1CCS(=O)(=O)C1 (configuration not stated),-7%,-1%,-4%,16%,4%,-9,1
CCOCCn1c(CN2CCN(c3ccc(F)cc3)CC2)nc2c1c(=O)n(C)c(=O)n2C,7.4µM*,14%,·,?,-7%,-16,1
CCC(=O)c1cc(F)ccc1OCC(=O)Nc1ccc2c(c1)OCCO2,-53%,·,?,-10%,-3%,·,·
Cc1cc(C)c(NC(=O)CSc2ccc(-c3cccnc3)nn2)c(C)c1,?,-14%,13%,2%,5%,-7,0
COc1ccc(S(=O)(=O)Nc2ccc3c(c2)N(C(C)=O)CCC3)cc1OC,?,·,?,28%,9%,·,·
O=C(CSc1ncc(-c2ccccc2)[nH]1)Nc1ccccc1,·,3%,7%,-6%,2%&2%,3,7
C=C(C)Cn1c(CN(C)Cc2ccccc2)nc2c1c(=O)n(C)c(=O)n2C,0%,-10%,12%,11µM*,2%,·,-2
O=C(NCc1ccccc1)c1cccnc1Sc1ccccc1,-8%,-2%,-6%[0.00184 µM],10%,-11%,-9,4
Cc1ccc(C(=O)NCC(=O)OCC(=O)N(CC(C)C)c2c(N)n(Cc3ccccc3)c(=O)[nH]c2=O)cc1,42%[activator],·,44%[activator],5%,10%,·,·
CCCN1C2CCCC1CC(NC(=O)c1ccccc1F)C2 (configuration not stated),0%,2%,-11%,23%,-2%,11,-1
CCOC(=O)c1ccc2nc(CCC(=O)N[C@H](C(=O)OC)C(C)C)c(=O)n(CC)c2c1,?,4%,?,-9%,4%,15,5
CC(=O)Nc1ccc(C(=O)OCC(=O)NCc2ccccc2)cc1,-9%[5.75 µM],0%,-12%,-9%,-4%,2,5
CCOc1ccc(CN2CCC(Cc3ccccc3)CC2)cc1,0%,1%,13%,?,1%,-22,-3

# One compound at a time, as listed above.
# `CCN(CC(=O)NCc1ccc(F)cc1)Cc1nc2ccccc2c(=O)[nH]1` as listed: Pf growth 96h = ?; LmPK inh = 3%; Pf growth 48h = ?; HCV inhibitor = 3%; Tb PYK inh = -13%; Shiga toxin inh = 40; CHX counter = -1
# `CCc1ccc(S(=O)(=O)N2c3ccc(C)cc3C3CN(C)CCC32)cc1` (configuration not stated) as listed: Pf growth 96h = ?; LmPK inh = ·; Pf growth 48h = 10µM*; HCV inhibitor = ?; Tb PYK inh = -2%; Shiga toxin inh = ·; CHX counter = ·

# Screens: PubChem BioAssay, National Center for Advancing Translational Sciences (NCATS)
